NADH enzymes: inhibition of NAD/NADH coupling enzymes, library profiling; IC50, µM (top dose mostly 10 µM), for the others: at the top dose inhibition; coupled PK/LDH NADH assays, four targets; actives 0.02% (n = 65,000);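 active = single-dose screening hits from any of four coupled enzyme assays that gave an IC50 when retested across doses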;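 also: the DPM-DC format reads NADH fluorescence rather than 340 nm absorbance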
M1 antag: M1 muscarinic receptor (rat) antagonism; P08482; CHO-M1 cells, Fluo-4 calcium, ACh EC80 antagonist mode; hits give low values; B-score at 10 µM; actives 3.4% (n = 64,000);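 active = calcium fluorescence response, raw or row-and-column corrected B-score, differing from the plate sample mean either way at a set confidence level, mostly lower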
M1 ag: activates the M1 muscarinic receptor; CHO-M1 cells, Fluo-4 calcium fluorescence, agonist mode; hits give high values; B-score at 10 µM; actives 3% (n = 64,000); AID 626;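 active = fluorescence rise, raw or as B-score row- and column-corrected plate score, outside the 99.7% band of its plate's samples, either direction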
SF1 activator: SF-1 (human) activation | CHO-K1 Gal4-SF-1 LBD luciferase reporter; % increase over DMSO SF-1-specific signal | activation, % at 10 µM | actives 1.9% (n = 65,000);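 active = activation above the mean activation of all tested compounds plus 3 SD, cut at about 50% in these data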
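Test system: transient Gal4-SF-1 LBD reporter, CHO-K1; Amount: 4,000 CHO-K1 cells per well; Doses: 10 µM only; Timing: compound exposure 20 h at 37 °C; Signal: luciferase light emission; Read-out basis: percent activation relative to DMSO median and mock-transfected background; Control set: DMSO negative control and −SF1 background wells; Replicates: one test per compound.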
TNAP act DEA: activates human TNAP at intermediate phosphate acceptor concentration; purified TNAP, CDP-star luminescence, 100 mM DEA, 30 min; hits give high values; scale: 0 levamisole-inhibited, 1 vehicle-only enzyme; P05186; 64,000 tested, under 10 active; activation factor at 20 µM; AID 813;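 active = activation factor of at least 2 at 20 µM, relative to controls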
Target sequence (P05186 whole entry, looked up): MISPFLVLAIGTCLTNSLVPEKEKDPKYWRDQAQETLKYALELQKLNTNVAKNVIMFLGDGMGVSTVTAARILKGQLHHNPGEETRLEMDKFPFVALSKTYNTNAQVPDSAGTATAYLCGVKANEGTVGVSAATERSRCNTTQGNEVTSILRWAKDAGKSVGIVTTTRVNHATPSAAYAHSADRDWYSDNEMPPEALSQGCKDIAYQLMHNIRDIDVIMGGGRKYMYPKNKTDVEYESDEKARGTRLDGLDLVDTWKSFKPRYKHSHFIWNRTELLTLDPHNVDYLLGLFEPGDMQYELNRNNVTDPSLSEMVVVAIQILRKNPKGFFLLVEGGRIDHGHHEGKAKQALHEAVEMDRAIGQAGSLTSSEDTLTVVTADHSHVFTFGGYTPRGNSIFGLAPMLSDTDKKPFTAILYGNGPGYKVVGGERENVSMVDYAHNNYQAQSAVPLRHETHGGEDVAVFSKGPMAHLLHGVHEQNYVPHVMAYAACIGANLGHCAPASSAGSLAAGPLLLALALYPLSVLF
Ec RNAP inh: Escherichia coli RNA polymerase inhibition. P0A8V2. E. coli RNA polymerase, fluorescence transcription assay. inhibition, %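 (tested at 10 µM)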. actives 0.2% (n = 62,000); in the data active = inhibition above about 20%;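 also: 0% = enzyme without compound and 100% = no enzyme blank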
Autofluor 339: intrinsic fluorescence of library compounds, ex339/em460 – biochemical, MLSMR library, data from DPM-DC assay, artefact control, profiling panel. fluorescence fold increase at 10 µM. AID 709. actives 5.5% (n = 65,000). compound autofluorescence, ex339/em460 nm, NADH buffer; hits give high values; 1 = no-compound wells, NADH background;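 active = at 10 µM, mean starting fluorescence two-fold or more over control wells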;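 also: signal is the first read of a kinetic run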
tolC growth inh: blocks growth of E. coli BW25113 tolC mutant; OD615; growth inhibition, % at 10 µM (by protocol); actives 2.2% (n = 65,000); AID 573;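 active = growth inhibition at or above a cutoff equal to the mean over every tested compound plus 3 SD, cut at about 60% in these data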;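 also: growth measured after 20 h incubation at 37 °C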
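Test system – E. coli BW25113 ΔtolC::kan, tolC deletion mutant strain · Detection – OD at 615 nm · Buffer or medium – LB with kanamycin 50 µg/mL · Times – 20 h compound exposure of bacteria at 37 °C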
RORa activator: activators of human nuclear receptor RORA | CHO-K1 Gal4-RORA LBD luciferase reporter, luminescence; percent increase over mock-subtracted basal signal | activation, % at 10 µM | actives 1.5% (n = 65,000);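 active = activation above the mean of all tested compounds plus 3 SD, cut at about 49% in these data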;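 also: 0% = DMSO-treated RORA cells and 100% = added signal equal to DMSO minus mock-transfected cells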
Target sequence (P35398 whole entry, looked up, the tested form may be a part): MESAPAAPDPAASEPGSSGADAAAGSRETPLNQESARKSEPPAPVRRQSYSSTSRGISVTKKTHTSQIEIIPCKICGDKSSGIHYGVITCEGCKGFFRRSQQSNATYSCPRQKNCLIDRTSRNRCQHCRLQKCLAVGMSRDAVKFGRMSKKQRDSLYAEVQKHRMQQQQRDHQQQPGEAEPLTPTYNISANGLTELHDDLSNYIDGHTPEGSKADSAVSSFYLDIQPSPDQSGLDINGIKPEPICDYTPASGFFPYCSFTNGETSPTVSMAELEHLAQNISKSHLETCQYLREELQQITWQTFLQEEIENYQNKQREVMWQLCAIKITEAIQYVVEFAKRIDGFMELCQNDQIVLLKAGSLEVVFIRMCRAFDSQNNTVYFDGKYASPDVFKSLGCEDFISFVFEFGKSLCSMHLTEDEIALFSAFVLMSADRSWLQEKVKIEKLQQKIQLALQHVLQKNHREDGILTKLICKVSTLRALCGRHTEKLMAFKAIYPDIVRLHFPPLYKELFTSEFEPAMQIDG
* hit, by the source's call; x = not tested or not shown; [ ] = another dose, or the depositor's remark. Outcome played no part in choosing rows, and some 15% of all compounds hit somewhere here.

SMILES | NADH enzymes | M1 antag | M1 ag | SF1 activator | TNAP act DEA | Ec RNAP inh | Autofluor 339 | tolC growth inh | RORa activator
N#Cc1nc(-c2cccs2)oc1NCc1ccco1 | 2%[fluoresces] | 0.29 | -0.54 | -13 | 0.9 | -3 | 2.2* | 25 | -10
Cc1ccccc1NC(=O)C1CCCN(S(=O)(=O)c2c(C)noc2C)C1 (stereo not drawn) | 5% | 0.042 | -0.012 | 1 | 1 | 6 | 1.1 | -20 | -2
O=C(NCCN1CCOCC1)c1ccc2c(c1)N(Cc1ccc(F)cc1)C(=O)CS2 | 4% | -9.1* | 0.47 | 1 | 1 | 6 | 0.81 | -7 | -18
CC1CN(c2oc(COc3ccc(Cl)cc3Cl)nc2C#N)CC(C)O1 (stereo not drawn) | 1% | -0.59 | 0.027 | -8 | 0.9 | 9 | 1.1 | 81* | -3
O=C(C1CC1)N1CCc2cc(S(=O)(=O)N3CCOCC3)ccc21 | 4% | 0.1 | 0.44 | 16 | 0.9 | -5 | 1.2 | -30 | -13
O=C(NC1CCCC1)C1CCCN1S(=O)(=O)c1cccc2cccnc12 (stereo not drawn) | 5% | 0.16 | 0.39 | -2 | 1 | 10 | 1.1 | -11 | 8
O=C(CSc1ccc2nnc(-c3cccnc3)n2n1)NCc1ccco1 | 5% | 0.5 | -0.33 | -4 | 0.9 | 2 | 1.1 | -10 | -24
CC(Oc1ccc(-c2ccccc2)cc1)C(=O)N1CCOCC1 (stereo not drawn) | 8% | -0.62 | -0.37 | 16 | 0.9 | 6 | 1.1 | 1 | -9
Cc1cc2c3c(c1)C1(C(=O)N3C(C)(C)CC2C)C(C#N)=C(N)Oc2n[nH]c(C)c21 (stereo not drawn) | 2% | x | x | -7 | 1 | 1 | 1.1 | 21 | -2
Cc1cc(NC(=O)C2CCCN(S(=O)(=O)c3c(C)noc3C)C2)n[nH]1 (stereo not drawn) | 3% | -0.96 | -0.12 | -3 | 1 | 5 | 1.1 | -20 | 7
O=C1C(=O)N(CCCn2ccnc2)C(c2cccnc2)/C1=C(/O)c1ccc(F)cc1 (stereo not drawn) | 4% | 0.12 | 0.8 | 12 | 1 | -3 | 0.93 | -34 | -17
COc1ccc(C2N(c3ccccn3)C(=O)C3CCCN32)c(OC)c1 (stereo not drawn) | 6% | 0.0062 | 2 | -2 | 1 | 8 | 1.1 | -11 | 1
CC(=O)Nc1cc2c(cc1C(=O)C(C)C)OCCO2 | 0% | 1.2 | -0.95 | 6 | 0.9 | 1 | 1.8 | 8 | -10
COc1cccc(-n2c(Cc3cc(=O)[nH]c(=O)[nH]3)nnc2SCC(=O)NC2CCCC2)c1 | 3% | -0.098 | -0.08 | 7 | 0.9 | 3 | 0.99 | -16 | 1
COc1ccc(OC)c(S(=O)(=O)Nc2cc(OC)c(Cl)cc2OC)c1 | 3% | -0.43 | 0.57 | 3 | 0.9 | 4 | 1.1 | 22 | 7
O=C(COc1ccc(Cl)cc1Cl)NCCCn1ccnc1 | 11% | 0.27 | -0.28 | -7 | 0.9 | 10 | 1.2 | -24 | -5
Cc1ccc(Cn2c(CN3CCOCC3)nc3c2c(=O)n(C)c(=O)n3C)cc1 | 1% | 0.87 | -0.8 | -4 | 0.9 | 5 | 1 | -6 | 5
C=CCn1c(SCc2nc3ccccc3c(=O)[nH]2)nnc1-c1cc2cc(Cl)ccc2o1 | 11% | 0.44 | 0.28 | -3 | 0.9 | 7 | 2.1* | 2 | -5
CCCCC(CC)CNC(=O)CCS(=O)(=O)c1cccc2nsnc12 (stereo not drawn) | 5% | 0.1 | 0.22 | -5 | 0.9 | 6 | 1.1 | 4 | 2
NC(=O)c1ccsc1NC(=O)CSc1ccccc1F | 4% | 0.58 | -0.82 | 49 | 1 | -7 | 1.1 | 9 | 24
CCN(CC)CCCNC(=O)c1cn(C)c2ccc(S(=O)(=O)N(C)C)cc2c1=O | 3% | -0.45 | -0.011 | -4 | 0.8 | 14 | 1 | -9 | -12
CCOC(=O)CCCNC(=O)CN1C(=O)NC(CCc2ccccc2)C1=O (stereo not drawn) | 5% | -1.4 | -0.79 | 10 | 1 | -3 | 1.1 | -2 | 8
Cc1nn(CC(=O)Nc2ccc3c(c2)nc(CN2CCCC2)n3C)c(=O)c2ccccc12 | 9% | -0.028 | -0.12 | 1 | 0.9 | 5 | 1.5 | -9 | -18
COc1ccc(Cl)cc1N(CC(=O)N1CCC(C)CC1)S(C)(=O)=O | 6% | -0.031 | -0.62 | -6 | 0.8 | -3 | 1.1 | 5 | -15
CC1CCN(Cc2ccc(NC(=O)C3CCN(c4nnc(-n5cccc5)s4)CC3)cc2)CC1 | 3% | -13* | -0.72 | -11 | 0.9 | 10 | 1 | 6 | -33
Cc1cc2ccccc2n1CCNC(=O)C1CC1 | 4% | 0.22 | -0.2 | -8 | 0.8 | 8 | 1.1 | -7 | 10
COc1cccc(C(=O)N(CN2CCCC2=O)c2cc(C)on2)c1 | 6% | -3.4* | -0.43 | 4 | 0.9 | 3 | 1.1 | -17 | -24
COc1cc(OC)cc(C(=O)Nc2ccccc2N2CCOCC2)c1 | 7% | -0.14 | 6.5* | -11 | 0.9 | 6 | 1.1 | -1 | 8
Cc1ccc(CCNC(=O)CC2Oc3ccc(C)cc3NC2=O)cc1 (stereo not drawn) | 1% | 0.98 | 0.024 | 4 | 0.9 | -12 | 1 | -11 | 9
CC1C[C@@]2(NC(=O)NC2=O)C(C)CN1C (stereo partly drawn) | 4% | -0.3 | 0.094 | -3 | 0.9 | 7 | 1.1 | 12 | -6

Record cards, from the list above:
CCN(CC)CCCNC(=O)c1cn(C)c2ccc(S(=O)(=O)N(C)C)cc2c1=O across the screens: NADH enzymes: 3%; M1 antag: -0.45; M1 ag: -0.011; SF1 activator: -4; TNAP act DEA: 0.8; Ec RNAP inh: 14; Autofluor 339: 1; tolC growth inh: -9; RORa activator: -12
COc1cc(OC)cc(C(=O)Nc2ccccc2N2CCOCC2)c1 across the screens: NADH enzymes: 7%; M1 antag: -0.14; M1 ag: 6.5*; SF1 activator: -11; TNAP act DEA: 0.9; Ec RNAP inh: 6; Autofluor 339: 1.1; tolC growth inh: -1; RORa activator: 8

The list goes on.
SMILES | NADH enzymes | M1 antag | M1 ag | SF1 activator | TNAP act DEA | Ec RNAP inh | Autofluor 339 | tolC growth inh | RORa activator
O=C(c1cnn2ccccc12)N1CCc2ccccc21 | 5% | -0.3 | -1.2 | 111* | 0.9 | 7 | 1.1 | -8 | 38
Oc1ccc(C=Nc2cccc3ncccc23)c(O)c1 | 5% | -0.095 | -0.85 | 9 | 0.8 | 9 | 1 | -10 | -4
COc1ccc(-n2nnc3c(SCC(=O)Nc4ccc5c(c4)OCCO5)ncnc32)cc1 | 4% | 0.2 | 0.0088 | -15 | 0.9 | 6 | 1.4 | 11 | -17
CSc1cccc(NS(=O)(=O)c2ccc3c(c2)oc(=O)n3C)c1 | 9% | -1.2 | -4* | -1 | 0.9 | -3 | 1 | 9 | 19
COc1ccc(C2c3c(oc4c(C)cc(C)cc4c3=O)C(=O)N2Cc2cccnc2)cc1OC (stereo not drawn) | 10% | -0.0029 | 1.3 | -2 | 0.9 | 7 | 1.1 | -20 | -22
COCCNC(=O)CN1CCOc2ccccc21 | 5% | 0.73 | 1.4 | 7 | 0.9 | 7 | 1.1 | -10 | -7
Cc1cc(Nc2ccccc2C(=O)O)nc2nc3ccccc3c(=O)n12 | 5% | 0.18 | 0.025 | -6 | 0.9 | 7 | 1.1 | -3 | -1
CC1(C)CC(=O)CC(C)(C)N1OC(=O)c1ccncc1 | 5% | -0.087 | -0.28 | 5 | 1.1 | 3 | 1.1 | -7 | -8
CC1CCC(NC(=O)Cn2c(=O)[nH]c3ccsc3c2=O)CC1 (stereo not drawn) | 1% | 0.45 | 0.11 | 47 | 0.9 | 0 | 1.1 | -8 | 51*
COc1ccc(OCC(=O)Nc2ccccc2OC)cc1 | 5% | 0.24 | 1.4 | -4 | 0.9 | 0 | 1.1 | 13 | -16

Arranged by count of non-hydrogen atoms (lowest first): three of the compounds above
SMILES | NADH enzymes | M1 antag | M1 ag | SF1 activator | TNAP act DEA | Ec RNAP inh | Autofluor 339 | tolC growth inh | RORa activator
O=C(c1cnn2ccccc12)N1CCc2ccccc21 | 5% | -0.3 | -1.2 | 111* | 0.9 | 7 | 1.1 | -8 | 38
O=C(C1CC1)N1CCc2cc(S(=O)(=O)N3CCOCC3)ccc21 | 4% | 0.1 | 0.44 | 16 | 0.9 | -5 | 1.2 | -30 | -13
COc1ccc(OC)c(S(=O)(=O)Nc2cc(OC)c(Cl)cc2OC)c1 | 3% | -0.43 | 0.57 | 3 | 0.9 | 4 | 1.1 | 22 | 7

Later entries:
SMILES | NADH enzymes | M1 antag | M1 ag | SF1 activator | TNAP act DEA | Ec RNAP inh | Autofluor 339 | tolC growth inh | RORa activator
COP(=O)(/C=C/c1ccccc1)C(O)c1ccc(F)cc1 (stereo not drawn) | 3% | 0.53 | -0.27 | 1 | 0.9 | 11 | 1.1 | -2 | 5
Cc1ccc(N2C(N)=C(C#N)C(c3cccnc3)C3=C2CCCC3=O)cc1 (stereo not drawn) | 7% | 1.4 | -0.34 | -2 | 0.9 | 8 | 1 | -8 | 14
Cc1ccc(SCCN2C(=O)NC(C)(C)C2=O)cc1 | 4% | 0.42 | 0.4 | -15 | 0.9 | 1 | 1.1 | 13 | -6
CCOC(=O)CCCCC(=O)c1[nH]c(=O)[nH]c1CSc1nc(-c2ccccc2)c(C#N)c(=O)[nH]1 | 7% | 0 | -1 | 16 | 0.8 | 9 | 1.1 | 3 | 6
COc1ccccc1OCCC(=O)OCCN1C(=O)c2ccccc2C1=O | 5% | -0.79 | -0.96 | -10 | 0.9 | 6 | 1 | 0 | 0
CCCCOCC1CN(c2ccccc2)C(=O)CS1 (stereo not drawn) | 9% | 0.32 | 0.13 | 21 | 0.9 | -6 | 1.1 | -6 | -18
CC(CCc1ccccc1)NC(=O)COC(=O)C1=COCCO1 (stereo not drawn) | 5% | -0.47 | 2 | -1 | 0.9 | 8 | 1 | -7 | -6
CCOC(=O)c1ccccc1NC(=O)Cn1cnc2c(cnn2C(C)(C)C)c1=O | 3% | 0.011 | -0.0085 | 5 | 0.9 | 0 | 1.1 | -6 | 2
CN(CC(=O)N1CCN(c2ccccc2)CC1)S(=O)(=O)c1cnc[nH]1 | 3% | -1.7 | -0.05 | -6 | 0.9 | 1 | 1.1 | -14 | -14
CCc1ccc(Cn2nnc(C(=O)Nc3ccc(OC)cc3OC)c2N)cc1 | 8% | -0.85 | 0.012 | -1 | 0.9 | 5 | 1.7 | 9 | -9
O=C(Nc1nnc(CC(=O)N2CCOCC2)s1)c1cccs1 | 2% | -0.49 | -0.14 | 1 | 0.9 | 12 | 1.1 | 1 | -5
COc1ccc(S(=O)(=O)N(CC(=O)N2CCOCC2)c2cc(Cl)ccc2OC)cc1OC | 7% | -0.13 | 0.077 | 1 | 0.9 | 8 | 1 | -1 | 14
CCOC(=O)N1CCC(NC(=O)C2CCN(S(=O)(=O)c3cccc4cccnc34)CC2)CC1 | 1% | -0.68 | -0.44 | 11 | 0.9 | -6 | 1 | -21 | -10

Bioassay records as filed in PubChem BioAssay.
